Mtb FBA inh = Mtb FBA enzyme inhibitors, primary screen, biochemical, fluorescence, strain H37Rv. Fructose-bisphosphate aldolase (Mycobacterium tuberculosis (strain ATCC 25618 / H37Rv)), …. inhibition, % at 1 µM. 360,000 compounds, 2.3% hits. AID 588726, 2011. purified M. tuberculosis FBA, fluorescence read-out; in the data active = inhibition above about 27%;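 note: 0% = vehicle and 100% = reference inhibitor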
Target sequence (P9WQA3 whole entry, looked up): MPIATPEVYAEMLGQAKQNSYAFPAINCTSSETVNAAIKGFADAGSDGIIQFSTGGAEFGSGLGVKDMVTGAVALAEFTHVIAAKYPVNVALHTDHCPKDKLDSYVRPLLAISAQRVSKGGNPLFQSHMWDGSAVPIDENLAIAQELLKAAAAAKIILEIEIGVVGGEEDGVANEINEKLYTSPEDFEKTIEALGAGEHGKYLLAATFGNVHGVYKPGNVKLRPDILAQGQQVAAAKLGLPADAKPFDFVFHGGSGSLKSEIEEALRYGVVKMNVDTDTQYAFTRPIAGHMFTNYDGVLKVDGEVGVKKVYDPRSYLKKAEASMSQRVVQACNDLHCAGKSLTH
Mtb BioA inh = M. tuberculosis BioA enzyme inhibitors, primary screen, biochemical, plate reader, single point, HTS; 7,8-diaminopelargonic acid synthase BioA (Mycobacterium tuberculosis); purified M. tuberculosis BioA enzyme; inhibition, % at 9.99 µM; 360,000 compounds, 0.096% hits; AID 602481, 2012; in the data active = inhibition above about 40%; inconclusive = no clear call, values can overlap the other calls
BoNT-F LC inh = BoNT/F light chain protease inhibitors, primary screen, biochemical, flow cytometry, MLPCN library; Botulinum neurotoxin type F light chain protease (Clostridium botulinum); Multiplex microsphere protease cleavage assay; inhibition, % at 10 µM; 360,000 compounds, 0.22% hits; in the data active = inhibition above about 35%, passing the limit was not always enough; inconclusive = no clear call, values can overlap the other calls; note: plate controls were buffer without enzyme for full effect and enzyme alone for no effect
MazF activator = activators of E. coli MazEF toxin-antitoxin RNase, primary screen, biochemical, fluorescence, uHTS; Endoribonuclease toxin MazF (Escherichia coli (strain K12)), P0AE70; FAM/BHQ RNA-DNA oligo cleavage fluorescence, 5 h; activation, % at 20 µM; 350,000 compounds, 0.32% hits; in the data active = activation above about 50%
Target sequence (P0AE70 whole entry, looked up): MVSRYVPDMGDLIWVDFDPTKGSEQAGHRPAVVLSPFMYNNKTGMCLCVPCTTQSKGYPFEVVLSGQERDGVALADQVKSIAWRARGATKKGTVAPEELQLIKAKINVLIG
GDH-TPI inh = GDH-TPI coupling enzyme inhibitors, primary screen, artefact control for M. tuberculosis FBA inhibitor project, biochemical, absorbance, full deck. inhibition, % at 4.8 µM. 360,000 compounds, 1.2% hits. GDH-TPI coupled enzyme counterscreen, NADH absorbance; in the data active = inhibition above about 30%;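 note: 0% = DMSO wells and 100% = wells lacking the enzyme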
FadD28 FP inh = inhibitors of FadD28 bisubstrate probe binding, primary screen, biochemical, fluorescence polarization, single point. Mycobacterium tuberculosis FadD28 fatty-acid-AMP ligase. inhibition, % at 12.5 µM. 360,000 compounds, 0.22% hits. AID 588549, 2011; in the data active = inhibition above about 8.5%, passing the limit was not always enough; inconclusive = no clear call, values can overlap the other calls
PrPC TRFRET = inhibitors of human cell surface prion protein PrPC, primary screen, cell-based, TR-FRET; 370,000 compounds, 0.43% hits; TR-FRET read-out; AID 720596, 2013; Major prion protein (Homo sapiens), P04156; inhibition, % at 13.8 µM; in the data active = inhibition above about 24%; note: 0% = median of the test wells and 100% = reference compound wells
UGM FP inh = M. tuberculosis UGM enzyme inhibitors, primary screen, biochemical, fluorescence polarization, single point. 320,000 compounds, 0.06% hits. AID 504406, 2011. purified UGM, fluorescence polarization probe displacement. UDP-galactopyranose mutase (Mycobacterium tuberculosis (strain ATCC 25618 / H37Rv)), …. inhibition, % at 10 µM; in the data active = inhibition above about 10%, passing the limit was not always enough; inconclusive = no clear call, values can overlap the other calls
Target sequence (P9WIQ1 whole entry, looked up): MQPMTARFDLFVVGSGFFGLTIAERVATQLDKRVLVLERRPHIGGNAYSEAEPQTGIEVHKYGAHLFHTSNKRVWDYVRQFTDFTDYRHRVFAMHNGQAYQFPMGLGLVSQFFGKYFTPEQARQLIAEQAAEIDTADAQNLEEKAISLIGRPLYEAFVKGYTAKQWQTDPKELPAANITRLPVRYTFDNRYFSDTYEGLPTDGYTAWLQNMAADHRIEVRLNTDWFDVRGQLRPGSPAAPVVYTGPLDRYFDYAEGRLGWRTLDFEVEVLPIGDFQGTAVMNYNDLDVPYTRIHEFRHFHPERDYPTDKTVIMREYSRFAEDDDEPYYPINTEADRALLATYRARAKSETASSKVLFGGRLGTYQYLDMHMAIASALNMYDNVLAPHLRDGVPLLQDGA
Rv3671c inh = Rv3671c serine protease inhibitors, primary screen, biochemical, fluorescence polarization, M. tuberculosis H37Rv; P9WHR9; inhibition, % at 5.96 µM; 320,000 compounds, 0.048% hits; AID 2606, 2010; in the data active = inhibition above about 38%;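 note: extracellular domain of Rv3671c used as enzyme; 0% = enzyme with DMSO and 100% = no enzyme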
An asterisk follows results filed as active; ? = inconclusive; · = no result given; & = joins results of further samples.

Below each SMILES – Mtb FBA inh	Mtb BioA inh	BoNT-F LC inh	MazF activator	GDH-TPI inh	FadD28 FP inh	PrPC TRFRET	UGM FP inh	Rv3671c inh
> Cc1ccccc1-c1cc(C(=O)O)n(CC2CC(c3cccnc3)=NO2)n1 (stereo not given)
  4.5	-4.2	0.6	9.9	13.4	-1.9	4.1	0.9	-11.2
> COCCn1nnnc1C(c1cc2ccc(OC)cc2[nH]c1=O)N1CCN(C2CCCCC2)CC1 (stereo not given)
  0.2	-1.1	-13.7	2.9	17.7	-2.5	-5.0	-0.2	-15.9
> O=C(COC(=O)c1ccc(Br)o1)Nc1ccc(Br)cc1
  0.0	·	7.1	-4.7	2.8	-0.5	-2.9	·	0.5
> COc1ccc(CCN2C(=O)C(C)=C(C)C2=O)cc1OC
  -3.8	-5.1	?	7.5	-4.2	-2.6	-9.2	-0.5	4.2
> CC(=O)Oc1ccc2c(=O)oc(-c3ccccc3C)nc2c1
  -1.9	1.2	?	0.1	-1.1	-3.8	6.6	-0.8	0.0
> COc1ccc(NC(=O)CN(C)S(=O)(=O)c2cnc[nH]2)cc1Cl
  -1.2	9.7	-10.1	5.8	-3.9	-1.8	7.2	2.1	5.9
> CC(C)n1nc(C(=O)OCC(=O)c2c[nH]c3ccccc23)c2ccccc2c1=O
  -0.1	20.7	2.8	-5.5	9.9	-6.2	0.3	5.2	-22.6
> COc1ccc(/C=C2/C(=O)OCc3cc(OC)c(OC)cc32)c(OC)c1
  0.1	·	1.8	-6.6	18.7	-0.1	3.0	-0.1	-1.6
> CC(CC(=O)NCCc1ccc(Cl)cc1)S(=O)(=O)c1ccc2c(c1)NC(=O)CO2 (stereo not given)
  4.6	2.0	-0.8	10.7	2.5	-3.3	0.2	-0.7	-6.1
> CSc1cccc(CN2CCN(Cc3ccccc3)C(CCO)C2)c1 (stereo not given)
  -2.0	·	-5.7	8.1	1.6	-2.3	-3.7	0.0	3.0
> COc1cccc(CNC(=O)CSc2nnc3c(n2)[nH]c2ccc(F)cc23)c1
  -0.6	0.4	21.8	9.3	3.0	-0.7	-1.0	4.1	-1.2
> CSCCC(C(=O)O)N1C(=O)c2ccc(C(=O)O)cc2C1=O (stereo not given)
  -2.8	-1.1	-0.1	0.8	-8.2	-3.4	11.1	2.7	5.5
> CCOC(=O)CC(NC(=O)Cc1ccccc1)c1ccccc1Cl (stereo not given)
  1.3	1.7	-0.5	1.6	-1.1	-4.5	6.2	0.2	0.1
> COc1ccc(C(=O)C2CCCN(Cc3cnc(C)s3)C2)c(OC)c1 (stereo not given)
  3.6	0.3	-10.6	2.5	3.5	-2.0	10.4	-0.5	1.7
> COc1ccc(C2/C(=C(\O)c3cc(C)ccc3C)C(=O)C(=O)N2CCN(C)C)cc1OC (stereo not given)
  3.3	1.1	-3.7	3.2	11.8	0.8	-6.5	2.3	1.6
> Cc1ccc(Nc2nnc(C3C(=O)N(C)C4(C)CC3c3cc(Br)ccc3O4)s2)cc1 (stereo not given)
  -1.2	·	-3.8	-16.4	4.8	-7.1	2.6	0.2	-5.8
> Cc1c(C(Nc2ccccn2)c2ccc(Cl)cc2)c(=O)n(-c2ccccc2)n1C (stereo not given)
  -1.7	1.6	1.2	1.4	-13.8	-3.5	3.5	-0.2	-4.7
> COc1ccc(NS(=O)(=O)c2cccc(C(=O)NNC(=O)c3cncc(Br)c3)c2)cc1
  1.9	-0.2	·	2.1	13.8	-3.7	0.7	1.9	-1.0
> COc1ccc(S(=O)(=O)NC(C)C(=O)NCC2CCCO2)cc1OC (stereo not given)
  3.3	-3.3	2.4	13.1	5.9	0.2	-3.1	3.3	-2.3
> CN(C)CCNC(=O)c1ccccc1-c1ccccc1
  3.1	-0.3	-11.0	4.0	6.0	0.7	1.4	-0.8	9.5
> COCCn1c(C)cc(C(=O)COC(=O)/C=C/c2c(C)nn(C3CCS(=O)(=O)C3)c2Cl)c1C (stereo not given)
  -0.5	-0.4	-2.3	-2.8	-4.2	-2.6	2.2	-0.4	2.6
> CN(CC(=O)Nc1ccccc1C(F)(F)F)C(=O)c1ccc(N2C(=O)CCC2=O)cc1
  -0.6	-0.8	-51.7	-3.2	-3.2	-0.7	-10.4	-1.5	4.2
> COc1ccc(NC(=O)NCc2ccc(Cl)cc2)cc1
  1.7	-1.1	3.2	-4.6	-2.4	-0.7	-3.1	1.4	·
> CCCC(C)NC(=O)C1CCN(C(=O)C2CC(=O)N(c3ccc(C)cc3)C2)CC1 (stereo not given)
  -0.5	0.5	6.6	2.1	-3.1	0.2	1.3	1.7	-0.6
> CCOC(=O)C(=NC1CCS(=O)(=O)C1)NNc1ccc(Br)cc1 (stereo not given)
  -0.1	-1.4	8.1	-4.0	10.4	1.6	19.9	-0.8	3.6
> CCn1nc(C(=O)Nc2cccc(S(=O)(=O)N3CCCC3)c2)c2ccccc2c1=O
  -2.5	7.6	-3.9	7.2	8.2	-2.4	-7.8	3.8	-7.6
> O=C1C(=O)c2ccccc2C(O)=C1c1ccccc1F
  -4.2	1.0	-8.4	8.6	1.5	-1.8	-39.7	1.8	7.2
> O=C(NNc1ccccc1)C(=O)NNc1ccccc1
  4.2	-0.2	-4.2	0.4	12.8	-1.4	15.5	·	·
> O=C(COc1cccc2cccnc12)N/N=C/c1cccn1-c1ccc(F)cc1
  -0.3	·	-4.3	8.1	14.6	-4.5	2.6	2.1	-12.6
> O=C(O)CCCCCNc1ccc2nsnc2c1[N+](=O)[O-]
  -16.0	-0.7	-1.8	5.9	13.9	-1.8	-62.8	1.2	-4.2

Fetched one by one from the list above:
Below each SMILES – Mtb FBA inh	Mtb BioA inh	BoNT-F LC inh	MazF activator	GDH-TPI inh	FadD28 FP inh	PrPC TRFRET	UGM FP inh	Rv3671c inh
> O=C(O)CCCCCNc1ccc2nsnc2c1[N+](=O)[O-]
  -16.0	-0.7	-1.8	5.9	13.9	-1.8	-62.8	1.2	-4.2
> CCOC(=O)C(=NC1CCS(=O)(=O)C1)NNc1ccc(Br)cc1 (stereo not given)
  -0.1	-1.4	8.1	-4.0	10.4	1.6	19.9	-0.8	3.6

Continued:
Below each SMILES – Mtb FBA inh	Mtb BioA inh	BoNT-F LC inh	MazF activator	GDH-TPI inh	FadD28 FP inh	PrPC TRFRET	UGM FP inh	Rv3671c inh
> O=C(NCc1ccccc1)c1ccc(NC(=O)c2ccccc2F)cc1
  1.8	-0.6	-3.6	-1.7	-3.7	0.2	3.7	-2.0	-9.4
> CC(C)Sc1nc2c(c(=O)n1-c1ccc(F)cc1)SCC2
  -1.4	?	-5.9	9.7	15.9	-4.8	-0.9	1.9	-11.7
> O=C(CSc1ccc(Br)cc1)N1CCN(C(=O)c2ccco2)CC1
  -2.2	3.4	-0.6	-4.9	4.1	0.1	0.6	1.1	-0.9
> Nn1c(SCC(=O)Nc2c(Cl)cccc2Cl)nncc1=O
  1.8	-2.6	-0.4	1.8	-0.7	-1.2	-1.7	-3.3	9.5
> CSc1ccccc1NC(=O)COc1ccc2c(c1)OCO2
  6.3	0.1	-4.0	-22.6	-2.5	-0.7	-0.1	-0.2	-2.1
> O=C(Nc1ccc2c(c1)OCO2)c1ccccc1SCC(=O)N1CCCC1
  -0.8	·	-7.2	1.5	-1.8	-2.8	3.7	-1.1	5.4
> COc1ncnc(OC)c1S(=O)(=O)NCc1ccccc1
  4.9	0.7	-15.9	-6.6	-6.2	-0.6	-2.9	5.4	20.3
> CC(=O)NC(CC(=O)OCC(=O)c1c(N)n(CC(C)C)c(=O)n(C)c1=O)c1ccccc1 (stereo not given)
  -1.7	·	-10.5	1.2	-0.7	-3.6	0.6	-0.8	2.3
> COc1ccc(C2C(=O)c3ccccc3C2=O)cc1OC
  -1.1	·	-4.1	4.2	14.9	-2.1	-7.6	0.4	9.5
> O=C(c1ccc(N2CCCS2(=O)=O)cc1)N1CCN(c2ccccc2)CC1
  0.7	0.0	-5.3	5.0	3.1	-2.1	1.2	-0.5	-2.1
> Cc1ccc(Cn2c(=O)c3ccccc3n3nc(C)cc23)cc1
  3.6	·	0.9	-22.1	-1.9	-0.5	7.5	1.3	-3.1
> COCCSc1nnc(NC(=O)Cc2cccs2)s1
  5.3	-7.7	-7.4	-0.4	1.8	1.0	-6.5	0.4	-2.0
> O=C(COC(=O)C1CC1)Nc1ncc(C(F)(F)F)cc1Cl
  -0.7	·	-4.8	15.6	-9.2	-1.7	0.5	1.9	-3.8
> CC(C)Cn1c(=O)c(-[n+]2ccccc2)c([O-])c2ccccc21
  -0.6	0.1	-7.2	1.6	5.7	1.1	0.5	-1.1	2.4
> CCC(CC)C(=O)OCC(=O)NC12CC3CC(CC(C3)C1)C2
  1.4	0.1	3.9	-2.1	-4.6	-3.8	5.7	-2.5	-5.2
> CCN1C(=O)[C@@H]2[C@@H](c3ccc(SC4CCCCC4)cc3)N3CCCC[C@@]3(C(=O)OC)[C@@H]2C1=O
  0.8	-5.2	27.2	-173.8	6.8	-4.8	5.6	1.7	-5.0
> CCc1ccc(CN(C)C(C)C(=O)Nc2ccc(S(=O)(=O)N3CCCC3)cc2)cc1 (stereo not given)
  4.0	0.6	-2.0	0.7	0.7	0.2	9.7	·	·
> O=C1c2oc3ccc(Cl)cc3c(=O)c2C(c2cccc(Br)c2)N1CCO (stereo not given)
  0.5	2.5	0.9	-2.2	0.8	-3.3	-8.7	2.0	-13.2
> COc1ccc(CCNC(=O)COc2ccccc2[N+](=O)[O-])cc1OC
  2.6	-3.5	·	-2.0	6.9	-2.1	-5.7	-3.0	15.5
> COc1cc(OC)cc(C(=O)NNC(=O)CN2C(=O)NC(C)(c3ccccc3)C2=O)c1 (stereo not given)
  5.6	-0.6	-3.4	-2.4	3.1	-8.2	9.3	-0.6	11.4

By substructure, the entries above with a nitro group on carbon.
Below each SMILES – Mtb FBA inh	Mtb BioA inh	BoNT-F LC inh	MazF activator	GDH-TPI inh	FadD28 FP inh	PrPC TRFRET	UGM FP inh	Rv3671c inh
> O=C(O)CCCCCNc1ccc2nsnc2c1[N+](=O)[O-]
  -16.0	-0.7	-1.8	5.9	13.9	-1.8	-62.8	1.2	-4.2
> COc1ccc(CCNC(=O)COc2ccccc2[N+](=O)[O-])cc1OC
  2.6	-3.5	·	-2.0	6.9	-2.1	-5.7	-3.0	15.5

Other compounds
Below each SMILES – Mtb FBA inh	Mtb BioA inh	BoNT-F LC inh	MazF activator	GDH-TPI inh	FadD28 FP inh	PrPC TRFRET	UGM FP inh	Rv3671c inh
> C[C@@H]1CN([C@@H](C)CO)S(=O)(=O)c2ccc(Br)cc2O[C@@H]1CN(C)C(=O)c1ccccn1
  1.2	0.9&1.3	-0.4	6.5	8.1	0.7	9.3	·	·
> Cc1c(Cl)c([N+](=O)[O-])nn1CCCC(=O)N(Cc1ccccc1)Cc1ccccc1
  -0.2	·	-5.1	-3.0	3.6	-0.2	2.9	-1.4	0.1
> COc1cccc(CNC(=O)C2CCN(S(=O)(=O)c3cccc4cccnc34)CC2)c1
  7.3	-3.9	4.6	13.1	-1.4	1.2	3.2	0.3	9.0
> CC1C(=O)CC2(C(C)C)CC12 (stereo not given)
  0.3	-1.0	-4.1	·	4.9	0.6	5.9	·	·
> COc1ccc(Cc2n[nH]c(=S)n2C)cc1Br
  2.2	·	-7.7	8.5	-3.7	0.6	-7.2	-1.3	-4.8
> O=C(NC(=S)N1CCN(c2ccc([N+](=O)[O-])cc2Cl)CC1)c1ccco1
  5.1	1.0	-3.3	-0.2	15.0	-0.9	-5.9	1.6	1.7
> CC1(C)C2CCC1(CS(=O)(=O)Nc1ccccc1)C(=O)C2 (stereo not given)
  1.1	·	-2.4	0.9	2.5	-0.7	0.3	-1.1	4.7
> CC1CC(C)CN(C(=O)CCNC(=O)Cn2ccc3ccccc3c2=O)C1 (stereo not given)
  2.4	·	-15.3	5.9	4.5	-0.5	-2.0	0.8	-3.6
